Screens (PubChem)
BaF3 parental – parental Ba/F3 viability inhibition as JAK2V617F counter-screen; CellTiter-Glo ATP luminescence; inhibition, % at 5.6 µM; 220,000 compounds, 1.1% hits; AID 1486;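 active = inhibition above a per-campaign cutoff, the mean inhibition of all tested compounds plus 3 SD, cut at about 27% in these data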;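 note: 0% = DMSO wells and 100% = JAK Inhibitor I control wells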
PPC-1+TRAIL kill – compounds killing PPC-1 cancer cells with TRAIL present (potentiator screen, no TRAIL-free arm); cell killing (% activity), % at 4 µM; 220,000 compounds, 0.41% hits; PPC-1 cells + TRAIL, ATPLite viability luminescence;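 active = cell killing above 50% in the first pass at 4 µM, then a duplicate retest at 5 µM averaging 50% or more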;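 note: plate controls were cells with TRAIL plus DMSO for no effect and medium-only wells lacking cells for full effect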
zfTRPN1 agonist – zebrafish TRPN1 (NompC) channel agonism | activation, % at 3 µM | HEK293 zebrafish TRPN1-YFP, Fluo-8 calcium fluorescence; 100% = response to 87 µM carbachol | 220,000 compounds, 0.18% hits | AID 1424;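 active = activation above its plate's cutoff, the mean activation of test wells on that plate plus 3 SD, cut at about 19% in these data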;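 note: 0% = DMSO alone and 100% = 87 µM carbachol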
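System: zebrafish TRPN1-YFP in HEK293 cells / Dosing: 3 µM single point / Timing: dye loading 1 h at 37 °C, then 30 min room temperature / Signal: Fluo-8 calcium fluorescence, excitation 470-495 nm, emission 515-575 nm / Read-out basis: percent activation from peak over basal fluorescence ratio, control-normalized / Control set: high carbachol 87 µM, low DMSO alone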
TNF death inh – TNF-alpha cell death inhibition in Jurkat FADD-/- cells | Jurkat FADD-/- TNF necroptosis rescue, ATP luminescence, 24 h; 0 = TNF only, 100 = no-TNF cells | activation (protection from cell death), % at 10 µM | 220,000 compounds, 0.068% hits;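 active = activation, meaning protection from cell death, of at least 50% relative to plate controls; inactive = activation below 50%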;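 note: necroptosis triggered by 40 ng/mL TNF-alpha added together with compound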
CHOP inh – inhibitors of CHOP induction in ER stress response; CHO-K1 CHOP-promoter luciferase, tunicamycin-induced, 15-18 h; inhibition, % at 10 µM; 220,000 compounds, 3.8% hits;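 active = compounds that reduced the stress-induced luciferase reporter signal by more than about 70% of percent inhibition, limit read from the data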;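 note: 0% = tunicamycin plus vehicle and 100% = wells without tunicamycin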
Wee1 degr inh – human Wee1 degradation inhibition, primary screen. P30291. HeLa Luc-Wee1K328M stability, luciferase luminescence; 100% = proteasome inhibitor MG132 effect. reporter increase, % at 5 µM. 220,000 compounds, 1.2% hits;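 active = activation above the mean of all tested compounds plus 3 SD, set per screening run, cut at about 8.8% in these data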;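 note: cells exposed to compound for 20 h before luminescence read; 0% = DMSO alone and 100% = MG132 at 30 µM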
Ba/F3 V617F tox – loss of viability in JAK2V617F-driven Ba/F3 cells. Ba/F3 EpoR-JAK2V617F viability, ATP luminescence. inhibition, % at 5.6 µM. 220,000 compounds, 1.1% hits. AID 1446;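 active = inhibition above the campaign mean plus 3 SD over all tested compounds, cut at about 24% in these data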;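 note: cytokine-independent growth of Ba/F3 cells driven by EpoR plus mutant JAK2; 0% = DMSO-treated cells and 100% = JAK inhibitor I control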
RBBP9 inh – inhibitors of human serine hydrolase RBBP9; recombinant RBBP9, FP-Rh probe fluorescence polarization; inhibition, % at 7.94 µM; 220,000 compounds, 0.2% hits; AID 1515;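 active = inhibition above the campaign mean of all tested compounds plus 3 SD, cut at about 14% in these data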;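 note: plate controls were DMSO wells with RBBP9 for no effect and wells lacking RBBP9 protein for full effect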
Target sequence (O75884 whole entry, looked up): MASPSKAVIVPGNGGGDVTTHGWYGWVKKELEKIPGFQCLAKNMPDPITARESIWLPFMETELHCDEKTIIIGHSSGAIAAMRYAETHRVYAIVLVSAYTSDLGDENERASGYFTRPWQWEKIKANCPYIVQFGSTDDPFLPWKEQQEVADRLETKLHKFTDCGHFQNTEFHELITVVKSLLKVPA
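Measured by: FP readout at 525/598 nm; material: recombinant human RBBP9; also added: Serine-hydrolase probe FP-Rh, 375 nM pre-mixing; medium: Tris buffer pH 8.0, NaCl, Pluronic; replication: one well per compound; doses: one concentration, 7.94 µM nominal, 0.794% DMSO; timing: preincubation 30 min plus labeling 45 min at 25 °C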
TRPML3 agonist – activates the human TRPML3 channel. Q8TDD5. HEK293 TRPML3-YFP, Fluo-8 calcium fluorescence; 100% = the carbachol control signal. activation, % at 3 µM. 220,000 compounds, 0.29% hits;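 active = activation above its plate's cutoff, the mean activation of the plate's test wells plus 3 SD, cut at about 12% in these data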;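 note: 0% = DMSO only wells and 100% = carbachol wells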
Target sequence (Q8TDD5 whole entry, looked up): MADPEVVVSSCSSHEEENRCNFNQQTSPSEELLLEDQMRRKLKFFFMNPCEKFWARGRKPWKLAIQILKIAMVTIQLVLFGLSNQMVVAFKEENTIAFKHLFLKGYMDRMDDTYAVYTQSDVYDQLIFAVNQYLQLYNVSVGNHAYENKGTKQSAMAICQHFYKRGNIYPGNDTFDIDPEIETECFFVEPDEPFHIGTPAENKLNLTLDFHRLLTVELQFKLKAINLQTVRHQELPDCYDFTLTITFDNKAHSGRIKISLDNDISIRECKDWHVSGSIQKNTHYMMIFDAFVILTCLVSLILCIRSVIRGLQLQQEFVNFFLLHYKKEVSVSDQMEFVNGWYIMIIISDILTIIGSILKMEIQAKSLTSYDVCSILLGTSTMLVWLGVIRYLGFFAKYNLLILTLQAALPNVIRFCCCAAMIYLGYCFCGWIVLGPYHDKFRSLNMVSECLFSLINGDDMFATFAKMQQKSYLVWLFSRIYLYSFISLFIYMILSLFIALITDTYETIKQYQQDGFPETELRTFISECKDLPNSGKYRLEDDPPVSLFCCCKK
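Material: HEK293 cells stably carrying human TRPML3-YFP; compound dosing: single dose, 3 µM final nominal compound, 0.3% DMSO final; incubation: 1-h 37 °C dye load, 5-s basal, 120-s post-compound reads; technique: Fluo-8 intracellular calcium fluorescence, excitation 470-495 nm, emission 515-575 nm; read-out basis: percent activation from peak-to-basal fluorescence ratio, scaled between DMSO and carbachol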
Active calls of the source: *; x = no result given.

SMILES	BaF3 parental	PPC-1+TRAIL kill	zfTRPN1 agonist	TNF death inh	CHOP inh	Wee1 degr inh	Ba/F3 V617F tox	RBBP9 inh	TRPML3 agonist
Clc1ccccc1COc1ccccc1-c1nnco1	0	7	-1.3	-7.0	6	0	-2	-6	-0.2
COCCn1nnnc1C(CC(C)C)N1CCN(c2nc3ccccc3s2)CC1 (configuration not stated)	-1	-11	0.9	4.0	-4	-4	1	-2	0.8
COc1ccc(CNC(=O)CCNS(=O)(=O)c2ccc(Cl)cc2)cc1	1	11	-2.2	2.8	9	-2	1	-9	-0.1
CCOC(=O)C1CCN(C(=O)CCc2c(C)nc3ncnn3c2C)CC1	6	14	0.1	1.3	3	0	2	-2	-0.2
CCc1ccccc1OCC(=O)NC1CCCC1	9	1	-1.6	-1.2	8	2	4	-1	-0.3
Cc1[nH]c(C)c2c(=O)n(Cc3ccc(Cl)cc3)ncc12	-1	-9	1.8	3.1	20	-2	-7	11	0.2
CCOc1ccc(-c2nc(S(=O)(=O)c3ccccc3)c(N3CCOCC3)o2)cc1	3	40	-1.5	0.9	19	2	-2	9	0.6
CCc1nnc(NC(=O)Cc2ccc(Br)cc2)s1	4	0	0.5	2.5	11	7	3	5	0.9
Cc1ccc(CNC(=O)C(=O)NCC2OCCN2S(=O)(=O)c2cccs2)cc1 (configuration not stated)	6	-12	-1.1	0.8	-4	-2	1	-1	0.5
CN1CCN(CCCNC(=O)c2cc3c(=O)n(C)c4ccccc4c3s2)CC1	6	18	0.0	2.1	22	-2	-4	-6	-0.1
CCOC(=O)C1=C(C)Nc2nc(C)nn2C1c1ccc(OC)c(OC)c1 (configuration not stated)	0	3	1.1	-0.3	-9	-3	-3	0	-0.1
CCn1c(SCC(=O)NNC(=O)c2ccccc2)nnc1-c1ccncc1	6	10	0.8	-2.4	10	1	-4	-4	0.9
Cc1ccc(NC2c3ncccc3C(=O)N2Cc2ccc(F)cc2)cc1 (configuration not stated)	2	13	-0.2	3.1	14	-1	-3	-5	1.8
CCOc1ccc2nc(NC(=O)C3CCCN(S(=O)(=O)c4cccs4)C3)sc2c1 (configuration not stated)	3	37	-0.1	1.1	70	0	0	-23	0.2
O=C(NCc1ccco1)c1c(O)c2cccc3c2n(c1=O)CCC3	6	-19	1.8	0.5	45	3	-3	2	0.5
CCCNC(=O)[C@H](Cc1c[nH]c2ccccc12)NC(=O)c1ccccc1Cl	3	23	-0.4	0.9	-18	3	-5	-5	0.0
Cc1csc(NC(=O)CSc2ccc(-c3ccccc3)nn2)n1	3	-12	0.8	1.2	-12	2	-1	-4	0.3
CCOC(=O)N1CCN(C(=O)c2ccc3c(c2)sc2nc(-c4ccc(OC)cc4)cn23)CC1	9	-9	2.4	-7.5	12	1	5	-2	0.8
O=C(c1cccc(S(=O)(=O)N2CCCCC2)c1)N1CCOCC1	8	11	1.5	0.3	4	1	2	-2	0.1
COc1ccccc1CCc1nnc(CCC(=O)NCCOc2cccnc2)o1	0	-9	-1.0	-0.3	3	-3	-4	-11	0.1
COC(=O)CSc1nc(Cc2ccccc2)nc2ccccc12	2	5	-2.2	0.6	52	-5	-3	-3	-0.2
C/C(=N\N=C(N)N)c1cccc([N+](=O)[O-])c1	3	9	-1.3	1.3	-10	1	8	-6	0.3
COc1ccc(NC(=O)CN2CCC3(O)CCCCC3C2c2ccccc2OC)cc1 (configuration not stated)	1	16	2.0	-4.6	-2	0	-1	-3	0.9
CCS(=O)(=O)Nc1ccc(-c2cc(-c3ccccc3)c3cc(C)ccc3n2)cc1	5	11	-0.5	-0.8	87*	0	1	-27	-0.3
CCN(CC)CCOCCOc1ccccc1F	-1	1	-0.4	1.7	6	0	-4	-4	0.2
Cc1ccc(C(=O)NCC(=O)O)s1	14	3	2.7	-0.8	4	-3	1	-7	1.1
Cc1cc(C)cc(NC(=S)NC2CC3CCC(C2)N3Cc2ccco2)c1 (configuration not stated)	5	25	-3.2	-8.9	12	6	0	-2	-0.4
COc1ccccc1C1CC(=O)NC(C)=C1C(=O)OCC(C)C (configuration not stated)	5	9	-2.0	-7.3	53	0	2	-8	-1.0
c1ccc(-c2ccc(-c3nc(-c4cccnc4)no3)cc2)cc1	7	2	0.5	0.2	-24	3	-2	-3	1.6
COc1ccc(NC(=S)N(CCCN2CCCC2)Cc2cccs2)cc1	11	38	0.7	1.6	-13	0	4	0	0.7
CC(=O)c1cccc(NC(=O)N2CCC(c3nnc(SCC(N)=O)n3C)CC2)c1	6	20	0.2	0.7	-38	-1	11	-5	-0.3
CCOP(=O)(c1ccccc1)C(O)c1ccc(F)cc1 (configuration not stated)	0	16	-0.9	1.7	-18	4	-1	-8	0.0
COc1ccc(NC(=O)Cn2nnc(-c3ccccc3NS(=O)(=O)c3ccc(OC)cc3)n2)cc1	66*	9	3.8	-3.7	15	0	78*	-29	0.7
O=C(NCc1ccc(Cl)cc1)c1cc2ccccn2n1	6	13	0.4	0.7	-3	-1	-4	1	0.8
CCCc1nc(N2CCCC2)c(C#N)c2c1CCCC2	-1	-3	-0.4	-1.3	32	0	-3	3	0.1
CC(=O)N(Cc1ccccc1)c1ccc(C(=O)O)cc1	2	-8	1.3	1.2	21	1	-2	1	0.4
COc1ccc(CC(=O)NCc2n[nH]c(=S)n2-c2ccc(F)cc2)cc1	-2	5	0.9	0.3	16	6	-1	0	0.7
CSc1cccc(NC(=O)COc2ccccc2C)c1	3	14	-1.7	0.9	38	-2	-1	-2	0.0
CC(C)CC(NC(=O)COc1ccccc1)C(=O)O (configuration not stated)	1	-2	0.2	-0.6	x	-2	0	-7	0.3
CCOc1ccccc1N=c1oc2cc(O)ccc2cc1C(=O)NCC1CCCO1 (configuration not stated)	7	-9	-0.7	-1.9	57	4	4	-1	0.5
CN1Cc2c(N3CCOCC3)nc(SCc3ccccc3)c(C#N)c2CC1(C)C	4	18	-0.1	-1.7	48	0	1	0	0.4
O=c1[nH]c(-c2ccccn2)nc(C(F)(F)F)c1Br	28*	10	1.8	-0.7	-5	-2	9	-3	0.5
Cc1nn(C)c(C)c1NC(=O)CC12CC3CC(CC(C3)C1)C2	9	12	1.8	-0.5	14	5	5	-2	1.1
O=C(N/N=C/c1ccco1)c1ccc(Br)o1	96*	5	-0.3	-2.8	8	0	-5	7	-0.2
COc1ccc(NS(=O)(=O)c2cc(NC(=O)c3ccco3)ccc2N2CCCCC2)cc1	3	25	-1.2	1.0	38	-1	2	-15	0.6
Cc1ccc(C2=NN(C(=O)CSc3nc4ncc(Cl)cc4[nH]3)C(c3ccco3)C2)cc1 (configuration not stated)	5	12	-1.3	-3.2	48	2	-3	-3	-0.1
CCOC(=O)c1sc(=S)n(Cc2ccccc2)c1N	6	15	0.4	0.8	53	-3	5	-1	0.9
CCSc1nnc(NC(=O)CSc2nnc(CNC(=O)c3ccccc3F)o2)s1	2	28	0.9	-0.5	-5	2	-4	1	0.6
COC(=O)c1ccc(C)c(NS(=O)(=O)c2ccc(C)c([N+](=O)[O-])c2)c1	1	5	-1.9	-2.2	31	-2	1	2	0.7
Cc1cc(NC(=O)CSc2nc3ccccc3c(=O)n2Cc2ccccc2)no1	3	14	0.3	2.4	34	-1	0	3	0.2
OCCCC1CCCN(Cc2cn[nH]c2-c2ccc(F)cc2F)C1 (configuration not stated)	5	-1	1.3	0.9	34	1	0	-6	0.6
CC(NC(=S)NCCc1ccccc1)C(c1cccs1)N1CCN(C)CC1 (configuration not stated)	4	14	2.4	2.0	-7	-2	-4	8	0.4
CC(=O)n1cc(N(C(=O)CCl)c2ccc(C)cc2)c2ccccc21	28*	38	0.9	-32	55	1	99*	-12	-0.2
O=C1CCCC(O)=C1C1C2=C(CCCC2=O)Oc2ccccc21 (configuration not stated)	1	-6	1.2	-1.9	-11	-4	2	-5	0.9
CCC(Sc1nc(C)cc(=O)[nH]1)C(=O)Nc1nnc(C)s1 (configuration not stated)	3	11	1.0	0.9	23	-2	-1	-8	0.8
COCCn1nnnc1CN1C2CCCC1CC(NC(C)=O)C2 (configuration not stated)	2	-8	1.4	-0.1	12	0	1	-11	0.0
Cc1cc(=O)oc2cc(OCc3ccc(C(=O)OCC(=O)N(C)C4CCS(=O)(=O)C4)cc3)ccc12 (configuration not stated)	-2	-16	0.4	4.1	4	-3	-3	-7	1.1
Cc1ccc2cc(CCNC(=O)c3c(-c4ccccc4Cl)noc3C)c(=O)[nH]c2c1	5	12	1.0	-1.7	18	0	5	-1	0.8
O=C(COc1ccccc1)Nc1ccc2c(c1)Cc1cc(NC(=O)COc3ccccc3)ccc1-2	8	20	2.1	2.0	-23	-2	-2	-6	0.8
CCN1CCCC1CNC(=O)C(=O)Nc1cccc(OC)c1 (configuration not stated)	10	2	1.1	1.5	3	-2	5	3	0.4

Some entries already given, showing only TNF death inh, CHOP inh and RBBP9 inh.
SMILES,TNF death inh,CHOP inh,RBBP9 inh
CC(=O)c1cccc(NC(=O)N2CCC(c3nnc(SCC(N)=O)n3C)CC2)c1,0.7,-38,-5
CCOP(=O)(c1ccccc1)C(O)c1ccc(F)cc1 (configuration not stated),1.7,-18,-8
COc1ccc(NC(=O)Cn2nnc(-c3ccccc3NS(=O)(=O)c3ccc(OC)cc3)n2)cc1,-3.7,15,-29

The listing continues:
SMILES	BaF3 parental	PPC-1+TRAIL kill	zfTRPN1 agonist	TNF death inh	CHOP inh	Wee1 degr inh	Ba/F3 V617F tox	RBBP9 inh	TRPML3 agonist
Cc1ccc(NC(=O)c2ccc(NCCc3ccccc3)c([N+](=O)[O-])c2)cc1F	8	20	-0.7	-1.3	-14	1	2	-12	0.6
CCCn1c2c(c(O)c(C(=O)Nc3ncccc3O)c1=O)CCCC2	5	1	0.4	0.6	32	1	-3	1	0.7
COc1ccc(C(c2c(N)[nH]c(=S)[nH]c2=O)c2c(N)[nH]c(=S)[nH]c2=O)cc1	2	-3	0.4	4.1	13	-3	-4	-6	0.6
CCC(C)Nc1ncnc2c1cnn2Cc1ccc(Cl)cc1 (configuration not stated)	7	13	1.4	-1.2	30	7	-2	-3	0.0
Cc1nc2ccccc2c(=O)n1NC(=O)c1ccc([N+](=O)[O-])cc1Cl	1	9	0.3	1.1	-2	3	2	-6	0.6
CCn1ncc(/C=N\NC(=O)c2csc3ccccc23)c1C	2	15	-0.1	-15	-36	3	-2	-1	-0.8
